Compound activity (PubChem)
LEDGF integ inh: blocks HIV-1 LEDGF/p75-dependent DNA integration; TR-FRET IN-LEDGF/p75 DNA integration, Eu/Cy5; inhibition, % at 3.7 µM; hit rate 0.64% among 370,000;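 active = inhibition above the screen-wide mean plus 3 SD, cut at about 13% in these data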;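 also: signal is the Cy5 over europium emission ratio at 671 and 618 nm; 0% = plate median of compound wells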
MBD2 DNA inh: blocks human MBD2 binding to methylated DNA | Q9UBB5 | TR-FRET, MBD2 binding to methylated oligonucleotide | inhibition, % at 4.4 µM | hit rate 0.31% among 370,000; in the data active = inhibition above about 13%
SIAE inh: inhibitors of human sialic acid acetylesterase SIAE. AID 1053197. Q9HAT2. SIAE FP-Rh probe binding, fluorescence polarization. inhibition, % at 9.66 µM. hit rate 0.69% among 370,000;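 active = inhibition above a cutoff: mean of compounds within the control limits plus 3 SD of those, cut at about 17% in these data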;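 also: 0% = plate median of compound wells and 100% = probe without SIAE protein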
rCAG binder: binds r(CAG) RNA repeats; r(CAG) RNA repeat, TO-PRO-1 dye displacement fluorescence; inhibition, % at 3 µM; hit rate 1.3% among 370,000; AID 651821;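 active = inhibition above the plate cutoff, the mean of all test compounds on that plate plus 3 SD, cut at about 35% in these data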;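 also: 0% = DMSO alone and 100% = 100 µM mitoxantrone as full dye displacement; higher means more dye released from RNA so lower well fluorescence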
TCR-CD3 inh: blocks the human TCR-CD3 interaction. TAMRA-labeled TCR probe fluorescence, biochemical. inhibition, % at 9.4 µM. hit rate 0.37% among 360,000. AID 651800; in the data active = inhibition above about 19%;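 also: recombinant mutant TCR 2C K166C tagged with TAMRA read by polarization; 0% = receptor in buffer alone and 100% = receptor with positive control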
mABHD4 FP: inhibitors of mouse ABHD4 | Q8VD66 | purified mABHD4, FP-Rh probe fluorescence polarization | inhibition, % at 8.92 µM | hit rate 0.54% among 370,000;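 active = inhibition exceeding the mean over every tested compound plus 3 SD, cut at about 30% in these data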;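 also: 0% = plate median of compound wells and 100% = S159A mutant with DMSO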
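Test system: mABHD4 protein | Buffer or medium: HEPES pH 7.0 buffer, 150 mM NaCl, 0.01% Pluronic F-127 | Probe or stimulus: FP-Rh fluorescent activity-based probe, added after compound pre-incubation | Timing: Pre-incubation 45 min, probe exposure 60 min, at 25 °C | Technique: Fluorescence polarization, excitation 525 nm, emission 598 nm, BODIPY TMR filters | Repeats: Single well per compound (singlicate)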
HTRA1 inh: inhibitors of human serine peptidase HTRA1; recombinant HTRA1, FP-rhodamine activity-based probe, fluorescence polarization; Q92743; AID 504803; hit rate 0.5% among 340,000; inhibition, % at 5.96 µM; in the data active = inhibition above about 36%;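 also: 0% = enzyme with DMSO and 100% = wells lacking enzyme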
GC-B act: GC-B (human) receptor activation; activation, % at 10 µM; hit rate 0.11% among 370,000; HEK293-GC-B cells, CNP EC30, cGMP TR-FRET; 0% at EC30 CNP, 100% saturating CNP; P20594;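 active = activation at 10 µM reaching about 35% in either raw or pattern-adjusted values, limit read from the data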
Target sequence (P20594 whole entry, looked up): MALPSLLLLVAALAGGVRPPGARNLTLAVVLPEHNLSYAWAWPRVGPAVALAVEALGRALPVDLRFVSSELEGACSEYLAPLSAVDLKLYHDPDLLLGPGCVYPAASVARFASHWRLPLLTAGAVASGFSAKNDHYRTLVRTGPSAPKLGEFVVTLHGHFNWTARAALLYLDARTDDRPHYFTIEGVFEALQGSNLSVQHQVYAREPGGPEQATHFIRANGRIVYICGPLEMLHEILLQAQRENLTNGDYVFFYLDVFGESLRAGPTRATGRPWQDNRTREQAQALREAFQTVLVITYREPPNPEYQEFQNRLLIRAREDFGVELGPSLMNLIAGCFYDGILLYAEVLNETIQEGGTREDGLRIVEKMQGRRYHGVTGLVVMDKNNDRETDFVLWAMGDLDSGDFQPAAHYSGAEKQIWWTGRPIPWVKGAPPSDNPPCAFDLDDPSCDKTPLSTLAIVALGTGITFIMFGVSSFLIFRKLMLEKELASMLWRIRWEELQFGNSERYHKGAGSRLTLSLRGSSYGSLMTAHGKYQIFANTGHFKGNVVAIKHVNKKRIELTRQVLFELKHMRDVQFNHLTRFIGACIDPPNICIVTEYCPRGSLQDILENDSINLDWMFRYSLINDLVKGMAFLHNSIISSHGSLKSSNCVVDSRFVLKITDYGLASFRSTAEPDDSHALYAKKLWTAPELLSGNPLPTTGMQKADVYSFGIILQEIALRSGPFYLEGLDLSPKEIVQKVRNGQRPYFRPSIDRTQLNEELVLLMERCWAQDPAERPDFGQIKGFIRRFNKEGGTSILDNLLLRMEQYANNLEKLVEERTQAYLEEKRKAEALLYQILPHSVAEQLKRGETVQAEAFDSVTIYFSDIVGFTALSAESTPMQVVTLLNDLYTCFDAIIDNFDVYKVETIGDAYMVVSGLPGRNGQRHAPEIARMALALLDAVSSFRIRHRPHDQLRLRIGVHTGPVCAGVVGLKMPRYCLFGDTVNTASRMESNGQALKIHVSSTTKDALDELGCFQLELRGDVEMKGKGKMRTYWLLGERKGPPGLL
TDP2 inh: blocks human TDP2 phosphodiesterase activity | O95551 | recombinant TDP2, T5PNP hydrolysis, p-nitrophenol absorbance 415 nm | inhibition, % at 12.8 µM | hit rate 0.34% among 370,000;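 active = inhibition above the mean of all tested compounds plus 3 SD, set per campaign, cut at about 25% in these data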;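 also: 0% = DMSO with enzyme and 100% = buffer with substrate but no TDP2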
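Read-out basis: percent inhibition. System: recombinant human TDP2. Buffer or medium: Mg2+-containing Tris-HCl buffer, pH 7.5. Repeats: single replicate. Timing: reaction 2 h, 37 °C. Benchmarks: high control without enzyme, low control DMSO plus TDP2. Probe or stimulus: 5 mM T5PNP. Doses: 12.8 µM only. Measured by: epi absorbance of p-nitrophenol freed from T5PNP by hydrolysis.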
PRMT1 inh: blocks human protein arginine methyltransferase 1. Q99873. recombinant PRMT1, activity-based probe fluorescence polarization. inhibition, % at 2.79 µM. hit rate 1.3% among 370,000;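 active = inhibition above about 21% made by adding two undisclosed values, limit read from the data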
The depositor's hits bear a star; nt = no result given. This is a subset (hit frequency here may not be typical).

Every second line gives: LEDGF integ inh	MBD2 DNA inh	SIAE inh	rCAG binder	TCR-CD3 inh	mABHD4 FP	HTRA1 inh	GC-B act	TDP2 inh	PRMT1 inh
1	COC(=O)CN1C(=S)N(c2ccc(Cl)cc2)C(=O)C1CC(=O)Nc1ccccc1 (centres undefined)
 : -4	-2	-5	7	-4	-24	-19	-2	2	3
2	COCCNC(=O)c1onc(CSc2ccc(F)c(F)c2)c1C(=O)O
 : -4	-1	-2	2	5	-5	1	3	-2	0
3	CCCn1c(Nc2ccccc2)nc2ccccc21
 : 3	2	7	1	-1	-1	-2	7	1	1
4	CCCNC(=O)c1cc(C2CCCCN2S(=O)(=O)c2cccc3cccnc23)on1 (centres undefined)
 : -4	0	-2	0	0	-4	nt	-3	7	4
5	CCC(=O)Nc1ccc2c(c1)C(=O)c1ccccc1C2=O
 : 1	-3	0	7	-3	10	6	-4	-1	-1
6	Cc1cc(OCC(=O)N2CCN(c3ccccc3)CC2)c2c(C)c(C)c(=O)oc2c1
 : 2	0	5	4	7	6	5	-8	-10	0
7	O=C(CN1C(=O)C2C3C=CC(C3)C2C1=O)NCc1ccc2c(c1)OCO2 (centres undefined)
 : 0	-2	-4	-1	3	2	2	3	7	1
8	COc1ccc(NC(=O)Nc2ccccc2OC)cc1
 : -2	-3	1	-1	2	-3	-1	2	2	2
9	Cc1ccc(C)c(NC(=O)C2CCCN(S(=O)(=O)c3ccc4[nH]c(=O)ccc4c3)C2)c1 (centres undefined)
 : 4	-4	-14	3	1	0	1	-5	-8	-8
10	N#Cc1c(NC(=O)CSC2=NCCS2)sc2c1CCCC2
 : -3	3	-3	5	-7	4	-5	3	9	5
11	O=C(NC(Cc1ccccc1)C(=O)O)/C(=C/c1ccc(F)cc1)NC(=O)c1ccccc1 (centres undefined)
 : -10	-1	-2	10	-4	-1	0	-1	-1	1
12	COc1ccccc1C(=O)NC(=O)COC(=O)CCOc1ccccc1C
 : -6	4	-6	-4	-3	5	11	-1	7	4
13	CCCCN(CCCC)CC(O)CN1C(=O)NC(C)(C)C1=O (centres undefined)
 : 1	1	2	-1	-2	3	-1	4	2	0
14	Cc1cc(CNC(=O)COc2ccc(C#N)cc2)c2ccccc2n1
 : -2	-2	-1	2	7	5	0	-2	-7	1
15	Cc1ccc(N(CC(=O)NC2CCCC2)C(=O)CCC(=O)Nc2ccccn2)cc1
 : -1	-2	3	-1	3	2	1	3	-14	2

The listing continues.
Every second line gives: LEDGF integ inh	MBD2 DNA inh	SIAE inh	rCAG binder	TCR-CD3 inh	mABHD4 FP	HTRA1 inh	GC-B act	TDP2 inh	PRMT1 inh
16	O=C(OCc1nc2ccccc2c(=O)[nH]1)c1cccs1
 : 4	3	-4	-5	-2	-3	9	nt	13	-2
17	CN1C(=O)c2cccc(NCCCCCCN3C(=O)c4ccccc4C3=O)c2C1=O
 : 2	1	-4	-1	-2	5	2	-2	-4	-2
18	CCC(Sc1nc2sc(C(=O)OC)c(C)c2c(=O)n1N)C(=O)NCC1CCCO1 (centres undefined)
 : 0	-4	-1	-3	4	1	-1	-3	8	3
19	Cc1cc(C)nc(-n2nc(C)c(Br)c2Nc2ccc(Br)cc2)n1
 : -1	8	0	3	-11	-6	-8	-11	4	-1
20	Cn1cc(C(=O)NCc2ccc(Cl)cc2)c(=O)c2cc(S(=O)(=O)N3CCOCC3)ccc21
 : -1	-6	-4	-2	-4	0	6	-4	-1	-6
21	O=C(Nc1cccc(C(F)(F)F)c1)c1csc([C@H]2C[C@H](O)[C@@H](CO)O2)n1
 : -2	-5	-1	-1	0	1	nt	0	2	3
22	CN=C1SC(CC(=O)Nc2ccc(F)cc2F)C(=O)N1/N=C/c1ccc(OC(F)F)c(OC)c1 (centres undefined)
 : -3	-1	-5	2	3	0	2	2	6	-2
23	CCn1nnnc1SCC(=O)Nc1ccc2c(c1)OCCO2
 : 2	4	3	5	1	-3	0	4	4	-1
24	CC(c1nnc(SCC(=O)c2c(N)n(C3CC3)c(=O)[nH]c2=O)n1-c1ccc(F)cc1)N(C)C (centres undefined)
 : 0	1	-11	-1	2	-7	3	-3	-25	-2
25	CCOC(=O)C1CCN(c2ccc([N+](=O)[O-])c(C(C)=O)c2)CC1
 : 0	-9	6	-5	2	8	-1	0	-12	4
26	O=C(CS(=O)(=O)c1ccccc1)NCc1ccccc1
 : 0	1	2	-2	12	-4	-2	0	-1	1
27	CC(C)CN(C(=O)c1cccc(S(=O)(=O)N2CCCCC2)c1)C1CCS(=O)(=O)C1 (centres undefined)
 : 0	6	1	-4	5	-1	-1	-2	1	-4
28	CC1=C/C(=N\Nc2ccccc2[N+](=O)[O-])CC(C)(C)C1
 : 0	-5	10	10	-1	6	21	-9	-12	1
29	O=C(COc1ccccc1)N1CCN(c2nnc(-c3ccccc3)c3ccccc23)CC1
 : 1	3	2	-5	3	-4	-10	-2	-11	-4
30	O=C(O)CSCc1nc2ccccc2[nH]1
 : -3	-9	-4	-2	5	-4	12	1	-6	-3

(listing goes on)
Every second line gives: LEDGF integ inh	MBD2 DNA inh	SIAE inh	rCAG binder	TCR-CD3 inh	mABHD4 FP	HTRA1 inh	GC-B act	TDP2 inh	PRMT1 inh
31	COC(=O)c1ccc2nc(-c3ccc(S(C)(=O)=O)cc3)cn2c1
 : 0	-7	-1	-3	-4	2	3	3	7	3
32	CCN=C1NC(c2ccc(C(F)(F)F)cc2)C(C(=O)OC)=C(C)N1Cc1cccc(C(F)(F)F)c1 (centres undefined)
 : 5	-8	4	5	1	20	nt	-19	-9	-1
33	O=C(NCc1nc2ccccc2[nH]1)C1=C[C@H](c2ccccc2)C[C@H](OCCCCO)O1
 : 1	-5	-4	-3	4	4	1	-2	13	-3
34	CCOC(=O)c1cccc(NC(=O)c2cc(C)nn2-c2ccccc2)c1
 : -3	0	1	-2	2	-2	-10	0	-4	2
35	COC(=O)c1ccccc1OCC(=O)N1CCN(c2ccc(F)cc2)CC1
 : -1	-5	3	-8	-2	-1	8	-13	6	-1
36	COCCCNC(=O)c1cc(-c2cccnc2)nc2ccccc12
 : -3	-2	8	-6	3	-2	-2	0	6	-6
37	COc1ccc(N2CCN(Cc3cc(=O)oc4cc(C)c(Cl)c(C)c34)CC2)cc1
 : 2	4	-3	0	1	0	1	3	-4	-1
38	COc1cccc(Nc2nc(C(N)CCc3ccccc3)cs2)n1 (centres undefined)
 : 6	-3	6	18	0	12	nt	-9	-3	-5
39	CCN(CC)C(=O)CCCSc1nnc(Nc2ccccc2F)s1
 : 5	1	-2	-9	-4	2	6	-3	-23	0
40	Cc1nc2nc(C)c(CCC(=O)N3CCN(c4ccccc4)CC3)c(C)n2n1
 : 1	3	8	-7	2	0	14	2	2	-1
41	COc1cccc(C(c2ccccc2)N2C3CCC2CN(S(=O)(=O)c2ccc(F)cc2)CC3)c1 (centres undefined)
 : -1	-1	-1	5	-4	3	-21	-4	15	0
42	Cc1ccc2c(c1)N(CC(=O)N1CCCC1)C(=O)c1cccnc1O2
 : 3	-7	-7	1	-3	-8	2	-3	-24	-5
43	CSc1ccc(C#N)cc1NC(=O)c1cccnc1Cl
 : 5	-1	3	-1	4	-2	4	4	0	-2
44	CCn1c(SCC(=O)N2CCCCCC2)nc2ccccc2c1=O
 : 3	1	0	-5	0	-2	-3	-6	-14	-3
45	CC1=C(C(=O)Nc2ccccc2)C(c2ccc3c(c2)OCO3)C2=C(CCCC2=O)N1 (centres undefined)
 : 3	-7	9	1	3	5	-3	1	-2	-2

Next part; the last two above are carried over.
Every second line gives: LEDGF integ inh	MBD2 DNA inh	SIAE inh	rCAG binder	TCR-CD3 inh	mABHD4 FP	HTRA1 inh	GC-B act	TDP2 inh	PRMT1 inh
44	CCn1c(SCC(=O)N2CCCCCC2)nc2ccccc2c1=O
 : 3	1	0	-5	0	-2	-3	-6	-14	-3
45	CC1=C(C(=O)Nc2ccccc2)C(c2ccc3c(c2)OCO3)C2=C(CCCC2=O)N1 (centres undefined)
 : 3	-7	9	1	3	5	-3	1	-2	-2
46	COc1ccc(Cn2c(SCC(=O)NCc3ccco3)nc3ccsc3c2=O)cc1
 : 21*	-4	5	3	5	2	-2	7	-9	1
47	O=C(COC(=O)c1cc[n+]([O-])cc1)Nc1ccc2c(c1)OCCO2
 : 1	-1	3	6	1	8	-3	5	19	0
48	COc1ccccc1N=NC1C(=O)N(C(N)=S)N=C1C (centres undefined)
 : 2	-17	1	3	-9	8	11	4	-3	-1
49	COc1ccccc1-c1nn2c(-c3ccco3)nnc2s1
 : -3	2	-4	12	5	1	-5	3	-7	0
50	Cc1cc(CSc2ccccc2)ccc1NC(=O)c1cccc([N+](=O)[O-])c1
 : 1	-6	15	1	0	-3	4	-15	9	-1
51	O=C(CN1C(=O)C2CC=CCC2C1=O)Nc1nc(-c2ccc(F)cc2)cs1 (centres undefined)
 : -2	-2	-11	8	0	-3	-14	7	9	2
52	CN(C)c1ccc(-c2cccc(C3CC=CC4C3C(=O)N(Cc3ccccc3)C4c3ccc4ccccc4c3)c2)cc1 (centres undefined)
 : -2	-1	11	5	2	-5	-10	4	-2	0
53	CCOc1ccccc1NC(=O)c1sc2ncn(CC(=O)N3CCOCC3)c(=O)c2c1C
 : 0	-2	-2	5	0	5	-3	4	7	3
54	CC(C)CN1CCC(Oc2cccc(C(=O)NCCc3ccccc3)c2)CC1
 : -1	-3	-1	-10	1	0	-3	0	6	10
55	COc1ccc(N2C(=O)CCC(C(=O)N3CCCCCC3)C2c2ccc(OC)c(OC)c2)cc1 (centres undefined)
 : 0	3	-5	-8	0	6	4	-8	2	3
56	CC1(NC(=O)CC[N+](C)(C)CCO)CS(=O)(=O)CC1S(=O)(=O)[O-] (centres undefined)
 : -1	8	5	0	6	1	nt	6	13	-1
57	CCc1nc2ccc(C(=O)Nc3cccc(NS(C)(=O)=O)c3)cn2c1N(C=O)CCC(C)C
 : 1	-7	1	2	5	-6	nt	-4	0	-1
